KCNQ2 inh: KCNQ2 potassium channel inhibitors, primary screen, cell-based, CHO-K1, FluxOR thallium flux, B-score (AID 2156). B-score at 10 µM. 20 min; active compounds read low. Potassium voltage-gated channel subfamily KQT member 2 (Rattus norvegicus), O88943. actives 1.1% (n = 310,000);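 active = fluorescence ratio B-score at most minus 3 library SDs, with starting brightness B-score within 2 library SDs, cut at about -5.5 in these data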
Target sequence (O88943 whole entry, looked up): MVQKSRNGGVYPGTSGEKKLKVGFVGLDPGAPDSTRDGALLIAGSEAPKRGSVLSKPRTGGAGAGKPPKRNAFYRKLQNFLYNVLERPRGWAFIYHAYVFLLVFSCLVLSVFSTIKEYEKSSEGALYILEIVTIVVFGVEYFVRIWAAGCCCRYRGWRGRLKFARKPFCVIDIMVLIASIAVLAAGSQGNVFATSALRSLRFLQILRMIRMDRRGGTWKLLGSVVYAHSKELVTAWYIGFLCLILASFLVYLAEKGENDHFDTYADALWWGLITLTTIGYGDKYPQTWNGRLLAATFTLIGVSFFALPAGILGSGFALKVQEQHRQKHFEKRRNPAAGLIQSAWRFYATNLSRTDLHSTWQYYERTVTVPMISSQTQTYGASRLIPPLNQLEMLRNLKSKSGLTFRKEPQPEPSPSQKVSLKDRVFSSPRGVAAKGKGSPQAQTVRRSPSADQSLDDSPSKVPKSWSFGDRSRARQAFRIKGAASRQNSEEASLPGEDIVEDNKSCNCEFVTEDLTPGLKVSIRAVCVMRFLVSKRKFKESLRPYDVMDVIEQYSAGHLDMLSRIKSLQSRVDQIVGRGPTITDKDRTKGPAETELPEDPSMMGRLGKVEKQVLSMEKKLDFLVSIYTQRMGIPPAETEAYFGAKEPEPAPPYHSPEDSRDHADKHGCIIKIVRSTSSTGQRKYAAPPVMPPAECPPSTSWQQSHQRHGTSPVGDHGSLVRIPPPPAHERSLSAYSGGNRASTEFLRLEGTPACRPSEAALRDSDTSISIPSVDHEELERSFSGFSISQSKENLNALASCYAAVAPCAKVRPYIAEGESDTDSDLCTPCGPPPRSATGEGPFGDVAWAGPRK
Kir21 inh: inhibitors of mouse Kir2.1 inward-rectifier potassium channel | Inward rectifier potassium channel 2 (Mus musculus), P35561 | AID 1672, 2009 | B-score at 10 µM | actives 0.85% (n = 310,000) | HEK293-Kir2.1, FluxOR thallium flux fluorescence; active compounds read low;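 active = fluorescence ratio B-score at or below minus 3 SD of library scores, with starting-brightness B-score within 2 SD, cut at about -4.2 in these data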;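 note: channel flux triggered by added potassium and thallium sulfate stimulus; B-score of peak minus minimum fluorescence over baseline after thallium stimulus; more negative B-score means stronger Kir2.1 block with less thallium influx; some compounds called inactive have numbers as strong as hits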
Starred values were filed as active, the others as inactive; i = inactive.

SMILES	KCNQ2 inh	Kir21 inh
CNC(=O)COC(=O)CCC(=O)c1cccs1	i	0.5
CCOCCOc1nc2c(c(=O)n(C)c(=O)n2C)n1Cc1ccc(C)cc1	i	0.92
CCC(C(=O)Nc1c2c(nn1C(C)(C)C)CS(=O)(=O)C2)c1ccccc1 (stereo unspecified)	i	-0.12
CCOc1ccc(S(=O)(=O)Nc2cccc(N(C)S(C)(=O)=O)c2)cc1	i	-2.5
CCOc1nc(Nc2ccc(OC)cc2OC)nc(OCC)n1	i	0.08
C/C(=N\NC(=O)C(=O)Nc1c(C)n(C)n(-c2ccccc2)c1=O)c1ccncc1	i	-1.6
CN(CCNC(=O)CN1CCN(Cc2ccccc2Cl)C1=O)Cc1ccccc1	i	-4.1
Cc1ccc(C)c(OCC(=O)Nc2ccc3c(c2)OCO3)c1C	i	-0.37
COc1nc(OC)nc(N2CCC(C(=O)NCC3CCCCC3)CC2)n1	i	0.14
CCN(Cc1ccccc1)C(=O)COC(=O)c1cc(S(=O)(=O)Nc2c(C)n(C)n(-c3ccccc3)c2=O)ccc1C	i	-1
CC(=O)Nc1ccc(NC(=O)C2CCCN(c3nnc(-n4cccc4)s3)C2)cc1 (stereo unspecified)	i	-4.6*
CC(C)Cc1ccc(CN2CCCC(NC(=O)CCN3CCOCC3)C2)cc1 (stereo unspecified)	i	-0.21
CCN(CC)CCCNC(=O)/C=C/C(=O)O	i	-1
CC1(N2CCOCC2)CC2(O)C(=[N+]1[O-])CCc1nonc12 (stereo unspecified)	i	-1.1
Cc1ccc(Nc2ncnc3c2cnn3C)c(C)c1	i	0.85

6 compounds drawn at random from those above, as already listed:
SMILES	KCNQ2 inh	Kir21 inh
CC(C)Cc1ccc(CN2CCCC(NC(=O)CCN3CCOCC3)C2)cc1 (stereo unspecified)	i	-0.21
CC1(N2CCOCC2)CC2(O)C(=[N+]1[O-])CCc1nonc12 (stereo unspecified)	i	-1.1
CCC(C(=O)Nc1c2c(nn1C(C)(C)C)CS(=O)(=O)C2)c1ccccc1 (stereo unspecified)	i	-0.12
CNC(=O)COC(=O)CCC(=O)c1cccs1	i	0.5
Cc1ccc(Nc2ncnc3c2cnn3C)c(C)c1	i	0.85
CCN(CC)CCCNC(=O)/C=C/C(=O)O	i	-1

(further entries)
SMILES	KCNQ2 inh	Kir21 inh
CN(N)C(=S)NCc1ccccc1	i	-0.01
Cn1c(SCC(=O)Nc2ccc3c(c2)OCCO3)nnc1-c1ccccn1	i	2.8
COCCNC(=S)NC1CC2CCCC(C1)N2Cc1cccs1 (stereo unspecified)	i	1.6
Cn1c(=O)c2cc(S(=O)(=O)NCCC(=O)NCc3ccccc3Cl)ccc2n(C)c1=O	i	-0.97
Cc1cc2c(o1)CC(C)(C)CC2=O	i	0.01
COCc1ccc(C(=O)N(C)CC2CCCN(CCc3ccccc3F)C2)o1 (stereo unspecified)	i	-0.96
Cc1ccc(C(CNC(=O)Nc2ccc(Cl)cc2)N2CCN(C)CC2)cc1 (stereo unspecified)	i	-0.83
CC(=O)NC1C(=O)N=C(SCC(=O)Nc2sc3c(c2C#N)CCCCCC3)NC1=O (stereo unspecified)	i	0.01
CC(C)CC(=O)Nc1cc(C(F)(F)F)ccc1N1CCOCC1	i	0.19
COc1ccc(N2CCN(C(c3cc(OC)ccc3OC)c3nnnn3Cc3ccco3)CC2)cc1 (stereo unspecified)	i	-0.85
COc1ccc(N=c2oc3c(OC)cccc3cc2C(=O)NCc2ccco2)c(OC)c1	i	0.78
CCOC(=O)C1(Cc2cccc(OC)c2)CCN(Cc2cccc(OC)c2OC)CC1	i	-3.2
COC(=O)c1ccc(/C(O)=C(\C#N)c2nc3ccccc3s2)cc1	i	2.4
COc1ccc(-c2nnn(CC(=O)NCCc3ccc(OC)c(OC)c3)n2)cc1	i	0.18
O=C(Nc1cc(Br)ccc1O)C1CC(c2ccccc2Cl)=NO1 (stereo unspecified)	i	2.4

As entered above.
For Kir21 inh, COCCNC(=S)NC1CC2CCCC(C1)N2Cc1cccs1 (stereo unspecified) is entered as 1.6
For Kir21 inh, Cc1ccc(Nc2ncnc3c2cnn3C)c(C)c1 is entered as 0.85

(next part)
SMILES	KCNQ2 inh	Kir21 inh
CCOC(=O)N1CCC(NC(=O)Cc2ccccc2)CC1	i	-0.32
C=CCNC(=O)NC(=O)COC(=O)c1cccnc1SC	i	0.9
CC(C(=O)NCCSCc1cccc(Cl)c1)N(c1ccccc1)S(C)(=O)=O (stereo unspecified)	i	-2.2
CC1(c2ccc([N+](=O)[O-])cc2)NC(=O)N(CC(=O)c2ccc3c(c2)OCO3)C1=O (stereo unspecified)	i	0.78
Cc1ccc(C)c(NC(=O)CN(C)C(=O)c2cccc(N3C(=O)CCC3=O)c2)c1	i	-0.11
Cc1ccc(C)n1-c1cccc(N)c1	i	-0.15
Cc1nn(C)c(C(=O)Nc2c(C)nn(Cc3c(F)c(F)c(F)c(F)c3F)c2C)c1Br	i	-0.26
CCOC(=O)c1sc(-c2cccs2)nc1C	i	0.73
COc1ccc(OC)c(NC(=O)c2cn(C)c(=O)c3cc(OC)c(OC)cc23)c1	i	0.9
CSc1nnc(-c2cccs2)n1-c1ccccc1	i	-0.29
c1ccc(CNc2ncnc3c2ncn3C2CCCCO2)cc1 (stereo unspecified)	i	-1.3
COc1ccc(C(=S)N2CCCCCC2)cc1	i	-2.5
COc1ccc(C2NC(=O)c3ccccc3N2)cc1 (stereo unspecified)	i	-0.33
c1c2c(cc3sc(N4CCCCC4)nc13)OCO2	i	0.56
COc1ccc(-n2nnc3c(=O)n(CC(=O)NCC4CCCO4)cnc32)cc1 (stereo unspecified)	i	2.3
COc1ccc(CC(=O)NCCc2ccc(OC)c(OC)c2)cc1	i	-0.77
Cc1c(C(=O)c2ccc(Br)cc2)c(=O)n(C)c(=O)n1C	i	1.4
CN(CCc1ccccn1)C(=O)c1ccc(OC2CCN(CCc3ccccc3)CC2)cc1	i	0.35
Cc1cccc2c1nc(-c1ccccc1)n1cnnc21	i	-1.5
COc1cccc(S(=O)(=O)NCc2ccc(C(=O)N3CCN(c4ccccc4OC)CC3)cc2)c1	i	-1.3
Cc1ccc(-n2nc3c(N4CCC(C(=O)NCCc5ccco5)CC4)nnc(C)c3c2C)cc1	i	0.21
CC(C)CCOP(=O)(c1ccc(N(C)C)cc1)C(O)c1ccccc1 (stereo unspecified)	i	-0.01
CN(C)S(=O)(=O)c1ccc(Cl)c(NC(=O)CSc2nc3c(cc2C#N)C(=O)CCC3)c1	i	0.81
Cc1cccc(C)c1NC1=C(Cl)C(=O)OC1OC(C)C (stereo unspecified)	i	1.6
COc1ccc(N(Cc2cc(=O)[nH]c3ccccc23)C(=O)CCl)cc1	i	-0.17
Cc1ccc(OCc2cc(C(=O)NC(C)Cc3cccnc3)no2)cc1C (stereo unspecified)	i	-0.66
O=C(Nc1cccn(Cc2c(Cl)cccc2Cl)c1=O)c1ccc(Cl)cc1	i	0.65
CN1CCN(C(=O)c2cccn(Cc3cccc(Cl)c3)c2=O)CC1	i	-0.94
CC(C)(C)Sc1ccccc1S(=O)(=O)C(C)(C)C	i	0.45
Cc1c(OCC(=O)OC(C)C)ccc2c3c(c(=O)oc12)CCC3	i	0.89
CCCC(=O)Nc1c(C(=O)OCC)oc2ccccc12	i	1.1
Cc1noc(C)c1COc1ccccc1C(=O)NC1CCC(C)CC1 (stereo unspecified)	i	-1.5
Cc1ccc(N=c2c([N+](=O)[O-])nn(-c3ccc4c(c3)OCCO4)n2O)cc1F	i	-0.27
CC(C)(CO)NCc1cc(Br)ccc1OCc1ccccc1	i	-1.6
Cn1c2ccccc2n2c(=O)c(=O)n(CC(=O)c3ccc(F)cc3)nc12	i	1.5
O=C(CSc1n[nH]c(-c2ccncc2)n1)c1cccc([N+](=O)[O-])c1	i	0.63
O=C(NCCOc1ccccc1)c1ncn[nH]1	i	0.81
O=C(O)c1cccc(-c2ccc(/C=N/Nc3nn[nH]n3)o2)c1	i	-0.08
CN(C)S(=O)(=O)c1cccc(-c2nnc(SCC(=O)NCCCCCC(=O)O)n2-c2ccc(F)cc2)c1	i	-0.84
CCC(=O)Nc1c2c(nn1-c1ccc(C)cc1C)CSC2	i	0.55
Cn1cccc1/C=N/NC(=O)CSc1nc2ccccc2n1C	i	-1.7
CCOC(=O)c1c(-c2ccncc2)csc1N	i	-0.26
COc1ccccc1CCNC(=O)CCn1c(=O)c2cccn2c2ccc(F)cc21	i	0.15
O=c1c2ccccc2nc(COc2ccccc2)n1/N=C/c1ccc(O)cc1O	i	0.02
CC1=C(C(=O)N2CCCCC2)C(c2cccs2)C2=C(CCCC2=O)N1 (stereo unspecified)	i	1.9
CCc1noc(C)c1C(=O)OCC(=O)c1ccccc1OC	i	-1.9
O=C(CSc1nnc(-c2ccc(F)cc2)c2ccccc12)NCC1CCCO1 (stereo unspecified)	i	-0.04
O=C(CSc1ccc2nnc(-c3ccncc3)n2n1)Nc1ccccc1F	i	1.1
CCN(CC)CCCNC(=O)C1CCN(C(=O)c2oc3cc4sc(N(C)C)nc4cc3c2C)CC1	i	1.6
O=C(Nc1ccc2c(c1)OCCO2)C1CCCN(S(=O)(=O)c2cccnc2)C1 (stereo unspecified)	i	-0.04
Cc1cc(C)n(-c2nc3ccccc3nc2N2CCN(S(=O)(=O)c3ccc(F)c(C)c3)CC2)n1	i	-0.33
O=C(Cn1nnc(-c2ccccc2F)n1)OCC(=O)c1ccccc1	i	1.3
Cc1cc(C)c(S(=O)(=O)N2CCCCC2CCNC(=O)C(=O)NCc2ccco2)c(C)c1 (stereo unspecified)	i	-0.49
C=C(C)Cn1c(SCC(=O)N/N=C/c2cccc(O)c2)nc2ccccc2c1=O	i	-0.57
CC(C)C[C@@H](CO)N1CCN(CCCc2ccccc2)CCC1=O	i	0.01
O=C(Nc1ccccc1)N(Cc1ccccc1)CC(O)C(F)(F)F (stereo unspecified)	i	-0.72
CC(C)CC1(C(=O)O)NC(c2ccccc2O)C2C(=O)N(C(C)C)C(=O)C21 (stereo unspecified)	i	-0.03
Cc1ccnc(SCc2cc(=O)c(OC(=O)c3ccc(S(=O)(=O)N4CCCC4)cc3)co2)n1	i	-0.29
OC(COC(c1ccccc1)c1ccccc1)CN1CCN(c2cccc(Cl)c2)CC1 (stereo unspecified)	i	0.65
COc1cc(OC)cc(C(=O)O/N=C(\N)c2ccccn2)c1	i	1.2
Continued.
SMILES	KCNQ2 inh	Kir21 inh
Cc1ccc(C(=O)O)cc1-n1c(C)cc(C=O)c1C	i	-2
CCn1c2ccccc2c2cc(NC(=O)CNC)ccc21	i	-5.9*
CSc1ccccc1NC(=O)C1CC(c2ccccc2O)=NO1 (stereo unspecified)	i	-0.03
O=C(CN1CCN(c2cccc(Cl)n2)CC1)N1CC(O)CO1 (stereo unspecified)	i	-0.06
O=C(NCCN1CCCC1)c1ccc(Cn2c(=S)[nH]c3ccc(Br)cc3c2=O)cc1	i	-0.33
Cc1cc(Cl)c(OCCCN(C)C)c(Br)c1	i	0.32
COc1ccccc1CCNC(=O)C(C)n1nc(C)c2c(C)n(-c3ccccc3)nc2c1=O (stereo unspecified)	i	0.78
Cc1[nH]c2ccccc2c1-c1ccc(Cl)nn1	i	1.4
c1ccc2c(c1)CCc1ccccc1C2=C1CCNCC1	i	-3
COc1ccc(Cl)c(Cn2c(NCCCO)nc3c2c(=O)n(C)c(=O)n3C)c1	i	0.19
Cc1ccc(-n2nc3c(c2NC(=O)c2cccs2)CS(=O)(=O)C3)cc1C	i	-0.64
O=C(COc1ccc2c3c(c(=O)oc2c1)CCC3)NC(Cc1ccc(Cl)cc1)C(=O)O (stereo unspecified)	i	1.5
CC(C)c1ccc(Nc2nc(Cl)nc(NCCO)n2)cc1	i	0.8
Cc1ccc(C)c(S(=O)(=O)NCCCn2ccnc2)c1	i	0.68
COc1cc(-n2c(=O)c3ccccc3n(CC(=O)c3ccc(F)cc3)c2=O)cc(OC)c1OC	i	-1.5
CC1Sc2ccc(S(=O)(=O)CCC(=O)N3CCN(c4cccc(Cl)c4)CC3)cc2NC1=O (stereo unspecified)	i	-1.6
CCOCCn1c(SCC)nc2c1c(=O)[nH]c(=O)n2C	i	0.76
CCOC(=O)c1c(/N=C/c2ccc(C)cc2O)sc2c1CCN(C)C2	i	1.3
O=C(O)Cn1cnc2scc(-c3cccs3)c2c1=O	i	0.01
Cc1ccc(S(=O)(=O)NC2=NCN(Cc3ccccc3)CN2)cc1	i	-0.88
O=C(CN1C(=O)C2C3C=CC(C4CC34)C2C1=O)Nc1cnc2ccccc2c1 (stereo unspecified)	i	0.76
COc1ccc(C(=O)NNC(=O)Nc2ccc(C)cc2)cc1	i	-0.81
Cc1cc(Cl)ccc1OCC(=O)NCCC(=O)O	i	0.99
CCC(C(=O)N1CCN(S(C)(=O)=O)CC1)c1ccccc1 (stereo unspecified)	i	-0.44
COc1cccc(CN2CC(C(=O)NC3CCC3)CCC2=O)c1 (stereo unspecified)	i	0.44
O=C(NCc1ccco1)c1ccc(Cl)c(S(=O)(=O)Nc2ccccc2)c1	i	-0.22
CCn1c(CSc2n[nH]c(N)n2)nc2cc(C(=O)O)ccc21	i	-0.38
CCOC(=O)c1c(S(=O)(=O)NCC(=O)Nc2ccc(OC)cc2)c(C)n(C)c1C	i	0.51
O=C(CSc1nnc(-c2ccc(C(F)(F)F)cn2)o1)Nc1cccc(Cl)c1	i	-0.97

A different layout for part of the listing above:
> O=C(CSc1nnc(-c2ccc(C(F)(F)F)cn2)o1)Nc1cccc(Cl)c1
  KCNQ2 inh: i
  Kir21 inh: -0.97

> COc1cccc(CN2CC(C(=O)NC3CCC3)CCC2=O)c1 (stereo unspecified)
  KCNQ2 inh: i
  Kir21 inh: 0.44

> CCOC(=O)c1c(S(=O)(=O)NCC(=O)Nc2ccc(OC)cc2)c(C)n(C)c1C
  KCNQ2 inh: i
  Kir21 inh: 0.51

> Cc1ccc(S(=O)(=O)NC2=NCN(Cc3ccccc3)CN2)cc1
  KCNQ2 inh: i
  Kir21 inh: -0.88

Assay outcomes from PubChem BioAssay.
